hcGAS inh – blocks human cGAS activity; 0.081% of 290,000 active; recombinant h-cGAS, ATP depletion, Kinase-Glo luminescence; Q8N884; inhibition, % at 12.5 µM;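 further: 0% = vehicle reaction and 100% = reaction without DNA for no activity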
Target sequence (Q8N884 whole entry, looked up): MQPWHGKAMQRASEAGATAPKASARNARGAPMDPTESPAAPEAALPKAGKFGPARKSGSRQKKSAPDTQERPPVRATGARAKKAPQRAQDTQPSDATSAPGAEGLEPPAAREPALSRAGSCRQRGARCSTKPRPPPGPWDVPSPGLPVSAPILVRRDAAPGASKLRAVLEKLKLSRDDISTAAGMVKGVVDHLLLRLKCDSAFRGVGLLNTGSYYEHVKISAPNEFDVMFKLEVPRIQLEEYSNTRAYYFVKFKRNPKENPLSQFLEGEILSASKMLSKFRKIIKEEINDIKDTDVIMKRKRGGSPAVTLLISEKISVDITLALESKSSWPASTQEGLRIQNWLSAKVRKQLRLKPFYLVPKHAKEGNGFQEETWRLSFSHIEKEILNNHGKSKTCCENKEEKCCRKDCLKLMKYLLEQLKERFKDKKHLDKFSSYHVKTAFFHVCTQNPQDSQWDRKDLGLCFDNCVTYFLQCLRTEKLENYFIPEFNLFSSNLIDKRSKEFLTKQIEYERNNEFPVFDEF
mcGAS lum – blocks mouse cGAS activity | recombinant cGAS, Kinase-Glo ATP depletion luminescence | inhibition, % at 12.5 µM | 0.15% of 160,000 active | AID 1259399;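 further: 0% = negative control wells and 100% = reference inhibitor with no enzyme activity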
NPYLR7 agonist – mosquito NPYLR7 agonism; AID 1259423; 0.15% of 270,000 active; activation, % at 10 µM; HEK293T NPYLR7/Galpha15, GCaMP6s calcium fluorescence; in the data active means activation above about 40%;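 further: 0% = vehicle and 100% = reference agonist at the receptor; some compounds past the cut are filed as inactive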
* = called active by the depositor; / = no result given; & = joins results of further samples. Unless noted, no stated cut-off is given here; in the data, active means inhibition above about 40%; inactive means the rest. Compounds were not picked by outcome, and some 0.29% of all compounds hit somewhere here.

Molecule	hcGAS inh	mcGAS lum	NPYLR7 agonist
C=CC(C)(O)CN(CCN1CCOCC1)Cc1nc2scc(-c3cccc(OC)c3)c2c(=O)[nH]1 (stereo not given)	-10	-5	24
CC(C)Cc1ccc(-c2csc(NC(=O)C3COCCO3)n2)cc1 (stereo not given)	-6&0	/	1&-27
Cc1ccc(/C=C/CC(=O)N2CCN(C(=O)c3cccnc3)CC2)cc1	-9	/	0
Cn1cnnc1SCC(=O)NCC1CCCCO1 (stereo not given)	-7	/	22
Cc1ccccc1-n1cc(CN(C)C(=O)c2cn(Cc3cccc4ccccc34)nn2)cn1	-1	-7	3
COc1ccc(N2CCN(C3CCCN(C(=O)CN4CCCCCC4)C3)CC2)cc1 (stereo not given)	-11	/	1
CC(C)N(C(=O)Cn1cc(SCC(=O)NC2CCCCC2)c2ccccc21)C(C)C	-9	-7	-6
C=CCCOC(=O)N1CC(=O)N(Cc2ccc3c(c2)OCO3)CC(O)C1 (stereo not given)	7	0	1
O=C1Cc2cc(S(=O)(=O)N3CCOCC3)c(Cl)cc2N1	1	/	7
O=C(C1CCCC1)N(Cc1nccn1Cc1ccc(C(F)(F)F)cc1)CC1CC1	-7	-7	15
O=C(NC1CCCCC1)C1CCC(CNc2c(N3CCCC3)c(=O)c2=O)CC1 (stereo not given)	-7	-4	8
C(=Nc1nc2ccccc2nc1N1CCN(C(c2ccccc2)c2ccccc2)CC1)N1CCOCC1	0	/	1
CCCNC(=O)N(CCN1CCOCC1)Cc1cc(Cl)ccc1OCc1nc(CO)cs1	-6	-3	9
COCCNC(=O)C(NC(=O)c1ccc2c(c1)OCO2)C1CCN(S(=O)(=O)c2ccc(OC)cc2)CC1 (stereo not given)	-7	-8	9
Cc1ccc(CN(CCN2CCOCC2)Cc2ccc(C(O)(c3cccc(F)c3)c3cccc(F)c3)o2)o1	-1	-2	-4
Cc1cc(C(=O)N(CC(=O)N2CCOCC2)Cc2ccccc2)no1	-8	/	21
COc1ccccc1C(CC#N)c1ccc(OC(C)C)cc1 (stereo not given)	2	-2	1
Cn1c(C(=O)N2CCC(C(=O)N3CCN(C4CCCCC4)CC3)CC2)cc2sccc21	1	0	4
COCCN(Cc1ccc(C(O)(c2cccc(F)c2)c2cccc(F)c2)o1)Cc1ccccc1OC	-4	-5	-6
COC(=O)c1ccc(CNCc2cccnc2N2CCCC(O)C2)cc1 (stereo not given)	-7	/	18
CN(Cc1ccccc1)C(=O)NCc1ccc(S(=O)(=O)N2CCCCC2)cc1	-3	-3	1
Cc1nc2[nH]n(C)c(=O)c2c(C)c1CC(=O)NCC(=O)OCC1CC1	5	/	8
COc1ccccc1N1C(=O)CC(N(C)Cc2c(F)cccc2Cl)C1=O (stereo not given)	-4	/	2
COc1ccc(/C=C/C2=NC(=C\c3ccc(Cl)cc3)/C(=O)O2)cc1	1	/	36
Cc1ccc2nc(CN3CCC(C)CC3)cc(=O)n2c1	-6	/	7
O=C(Nc1nc(OCCN2CCCC2=O)cnc1-c1cc(Cl)cc(Cl)c1)c1cc2ccccc2s1	-5	-4	-5
CCCCCCCC(=O)Nc1c(-c2cc(C)cc(C)c2)nc2cc(C)ccn12	-1	-1	-4
Cc1ccc(C)c(S(=O)(=O)NCC(=O)Nc2cccc3cccnc23)c1	10	/	-4
COC(=O)CC1(C(=O)OC)SC(=Nc2ccccc2)NN1c1nnc(C)c(=O)[nH]1 (stereo not given)	3	/	-1
CCCCCn1c(=O)c2c(nc3oc(-c4ccc(F)cc4)cn32)n(C)c1=O	-6	/	-2
CN(Cc1noc2c1CCCC2)C(=O)c1cn(CC2CCCNC2)nn1 (stereo not given)	-5	/	25
CS(=O)(=O)CC(=O)N1CCCC(OCc2cccnc2)C1 (stereo not given)	-4	/	12
CC(C(=O)Nc1cc(S(=O)(=O)N2CCCCC2)ccc1Cl)N1CCN(Cc2ccco2)CC1 (stereo not given)	-4	-1	2
CN(Cn1cc(Cl)cn1)C(C1CC1)C1CC1	-15	/	-2
COCCNC(=O)C(NC(=O)CC(C)C)C1CCN(C(=O)c2cccc(C)c2)CC1 (stereo not given)	-3	-6	-4
Cc1cccc(C(=O)Oc2ccc(/C=C3/SC(=S)N(CC(=O)O)C3=O)cc2)c1	-7	-2	-4
CCn1c(C)c(C(=O)CN(C(=O)C2C[C@H]2c2ccccc2)C2CCCCC2)c(C)c1C(=O)OC (stereo not given in full)	-4	-6	17
Cc1ccccc1Cn1c(C)c(C(=O)NCc2ccc(C(F)(F)F)cc2)sc1=O	3	/	-8
COC(=O)[C@@H]1C[C@@H](N(C)C)CN1S(=O)(=O)CCc1ccncc1	-12&-3	-19	0&26
COc1cccc(-c2nnc(SCc3ccc(C(=O)N4CCOCC4)cc3)n2-c2ccc(F)cc2)c1	-16	-6	15

A draw from above in order of heavy-atom count, lowest first:
Molecule	hcGAS inh	mcGAS lum	NPYLR7 agonist
CN(Cn1cc(Cl)cn1)C(C1CC1)C1CC1	-15	/	-2
CS(=O)(=O)CC(=O)N1CCCC(OCc2cccnc2)C1 (stereo not given)	-4	/	12
COc1ccccc1C(CC#N)c1ccc(OC(C)C)cc1 (stereo not given)	2	-2	1
COC(=O)[C@@H]1C[C@@H](N(C)C)CN1S(=O)(=O)CCc1ccncc1	-12&-3	-19	0&26
Cc1ccc(C)c(S(=O)(=O)NCC(=O)Nc2cccc3cccnc23)c1	10	/	-4
CCCCCn1c(=O)c2c(nc3oc(-c4ccc(F)cc4)cn32)n(C)c1=O	-6	/	-2
O=C(NC1CCCCC1)C1CCC(CNc2c(N3CCCC3)c(=O)c2=O)CC1 (stereo not given)	-7	-4	8
O=C(C1CCCC1)N(Cc1nccn1Cc1ccc(C(F)(F)F)cc1)CC1CC1	-7	-7	15
COc1ccc(N2CCN(C3CCCN(C(=O)CN4CCCCCC4)C3)CC2)cc1 (stereo not given)	-11	/	1
CC(C(=O)Nc1cc(S(=O)(=O)N2CCCCC2)ccc1Cl)N1CCN(Cc2ccco2)CC1 (stereo not given)	-4	-1	2
Cc1ccc(CN(CCN2CCOCC2)Cc2ccc(C(O)(c3cccc(F)c3)c3cccc(F)c3)o2)o1	-1	-2	-4

Continuation.
Molecule	hcGAS inh	mcGAS lum	NPYLR7 agonist
Cc1nn(CC(=O)N2CCOCC2)c(C)c1[N+](=O)[O-]	0	2	1
CC(SCc1nc(CS(C)(=O)=O)no1)c1ccc(F)c(F)c1 (stereo not given)	13	/	-1
CC(C)CNC(=O)CN(Cc1ccccc1)CC1CCC1	-1	/	7
CC(C)(C)COC(=O)N1CC(=O)N(Cc2cccc(F)c2)CC(O)C1 (stereo not given)	-5	-7	7
COC(=O)[C@H](C)N(C)C(=O)CCC(=O)NC1CCCC1	-10	-11	9
O=C(C1CCC1)N(Cc1ccc(F)cc1)Cc1cc(Cl)ccc1OS(=O)(=O)c1ccc(F)cc1	6	0	-5
CCCS(=O)(=O)N1CCN(CCN2C(=O)C(C)SC2c2ccc(Cl)c(Cl)c2)CC1 (stereo not given)	-3	-5	0
Cc1cc(C(C)(C)C)ccc1OCC(O)CNC1CCC(O)CC1 (stereo not given)	2	/	-2
CCc1cc(NCc2ccc3c(c2)OCO3)nc(N2CCOCC2)n1	-5	-11	-2
CCn1cc(NC(=O)Nc2cccc(C(C)=O)c2)c2ccccc21	-4	/	16
CC(C)c1nc(-c2ccccc2NC(=O)CSC(F)(F)F)n[nH]1	-10	-16	14
CCOC(=O)N1CCN(C(=O)CSc2ccc3nnc(-c4ccccc4)n3n2)CC1	-1	-5	0
O=C(CSc1nnc(N2CCCC2)n1C1CC1)Nc1cc(-c2ccccc2)nn1-c1ccccc1	-5	/	-6
COc1ccccc1C1SCC(=O)N1CCN1CCN(C(=O)c2ccco2)CC1 (stereo not given)	-4	-6	7
Cc1cccc(/C(C#N)=C\c2ccc3c(c2)n(C)c(=O)n3C)c1	-3	-2	-2
CCOC(=O)OC(C)OC(=O)C1N2C(=O)C(NC(=O)[C@H](N)c3ccccc3)C2SC1(C)C (stereo not given in full)	-1&-1	-4	-11
Cc1nc2ccccc2n1CCCN1C(=O)C2(CC(=O)N(CC3CC3)C2=O)c2cc(F)ccc21 (stereo not given)	-4	-2	3
Cc1ccccc1Cn1cc(C(=O)NCCSc2nccn2C)nn1	-11	-11	13
COc1cccc(-c2cccc(NC(=O)C3CCN(Cc4cnn(C)c4)CC3)c2)c1	6	/	1
Cc1cccc2[nH]c(CN(C)C(=O)c3cc(COc4ccccc4)[nH]n3)nc12	-4	-8	2
Cc1noc(C(C)NC(=O)CCSc2ccc3c(c2)OCCO3)n1 (stereo not given)	-6	-18	7
CC1OC(C)(C)N(C(=O)OC(C)(C)C)C1CN (stereo not given)	-4	/	-1
Cc1ccc(-c2nnc(SCc3ccc(C(=O)N4CCN(C)CC4)cc3)n2-c2ccccc2F)cc1	-10	-4	3
O=C(NCc1ccc2c(c1)OCO2)c1ccc(CSc2nc(-c3ccccc3)cc(N3CCN(c4ccccc4Cl)CC3)n2)cc1	-9	-6	8
C=CCOC1C[C@](OCc2cccc(OC)c2)(C(=O)NC(C)C)C[C@@H](O)[C@H]1O (stereo not given in full)	-2	-4	-2
CCOC(=O)c1nn(-c2ccc(C)cc2)c(=O)cc1NC(=O)C1CCCCC1	2	-4	/
O=C(O)[C@H]1C[C@@H](C(=O)NCc2ccccn2)CN(C2CCOCC2)C1	-6	/	3
O=S(=O)(Nc1nccs1)c1ccccc1	-4	/	19
CCOC(=O)Cn1c(C2CC(=O)N(c3cccc(OC)c3)C2)nc2ccccc21 (stereo not given)	-7	-3	3
CCn1ncnc1CN1CCCC(C(=O)N2CCCC2)C1 (stereo not given)	-8	/	13
CCOC(=O)C1CCCN(C(=O)c2cc3ccsc3n2Cc2ccc(F)cc2)C1 (stereo not given)	2	2	/
Cc1cccc(C(C)C)c1NC(=O)N1CC(=O)N2CCc3c(F)cccc3C2C1 (stereo not given)	-9	-8	-3
Cc1nc(=S)[nH]c(C)c1CCC(=O)NC12CC3CC(CC(C3)C1)C2	-4	-7	-1
Cc1cc(C)n(-c2ccc(C(=O)NCCNc3ccc([N+](=O)[O-])cn3)cc2)n1	0	1	-18
CCOC(=O)C1(Cc2ccc(F)cc2F)CCCN(C(=O)c2ccc3c(c2)no[n+]3[O-])C1 (stereo not given)	-8	-10	8
CSc1nnc2c(n1)OC(c1cc(O)c(O)c(Br)c1)Nc1ccccc1-2 (stereo not given)	-9	12	-2
CN(C)c1nc(N)nc(C2CCOCC2)n1	-4	-1	6
Cc1cc(Oc2cc(N3CCN(C(=O)c4ccc(F)cc4)C(C)C3)ncn2)ccc1Cl (stereo not given)	-5	-8	-9
Cc1ccc(F)c(C(=O)N2CCc3nnc(CCc4ccccc4)n3CC2)c1F	-6	/	6
Cc1ccc(C(=O)N(CC(=O)N(CCc2c[nH]c3ccccc23)Cc2ccc(F)cc2)C(C)C)cc1[N+](=O)[O-]	3	0	-4
O=C1C2ON(c3ccccc3)C(c3cccc([N+](=O)[O-])c3)C2C(=O)N1c1ccc(Cl)cc1 (stereo not given)	-7	2	-5
O=C(NCCC(=O)N1CCN(S(=O)(=O)c2ccc(F)cc2F)CC1)c1ccsc1	-8	/	4
COc1ccc(CN2C3CCC2CC(NC(=O)c2ccc(F)cc2C(F)(F)F)C3)c(OC)c1 (stereo not given)	-7	-8	4
N#Cc1nncn1Cc1cc(Cl)c2c(c1)OCO2	-7	/	-3
Cc1ccc(NC(=O)C2(C)CCN2CC2CCCCC2)cc1 (stereo not given)	-6	/	4
Cc1ccc(C(=O)N2CCN(c3ccc(-n4cccn4)nn3)CC2)c(C)c1	-2	-9	-7
O=C(CCc1ccncc1)N1CCc2c([nH]c3ccccc23)C1C1CCCCC1 (stereo not given)	-1	-2	21
CCc1cc(CN(C)Cc2nc(-c3cc(OC)ccc3F)oc2C)on1	-1	-12	/
O=C(Nc1ccccc1CCO)c1ccc(CN2CCCCCC2)cc1	2	5	7
CCC(=O)N[C@@H]1c2ccccc2C2(CCN(C(=O)c3ccc(C#CC(C)(C)O)cc3)CC2)[C@H]1OC	-8	-12	19

(listing goes on)
Molecule	hcGAS inh	mcGAS lum	NPYLR7 agonist
COCCOC(=O)C1=C(C)N(C)C(=S)NC1c1cccc(NC(=O)Nc2ccc(SC)cc2)c1 (stereo not given)	-6	-4	11
COc1ccc(-c2nc3c(Nc4ccccc4)nccc3[nH]2)cc1OC	-3	-6	-3
N#Cc1cccnc1N1CCCN(C(=O)NC2CC2c2ccccc2)CC1 (stereo not given)	-10	/	1
CCOc1ccc(C2c3[nH]c4ccccc4c3CCN2C(=O)CCCN2CCCC2=O)cc1 (stereo not given)	-6	/	13

Compound activity from PubChem BioAssay.
